# AID2073 = disruptors of CaV2.2 binding to Mint1 – biochemical, HTRF (AID 2073) | HTRF protein-protein interaction, Mint1-CaV2.2; higher % means a stronger effect | 290,000 tested, 0.19% active | one-dose inhibition, % at 20 µM; IC50 in µM for titrated hits; in the data active = inhibition mostly above about 51%, no sharp cut-off; note: some results filed as inactive read as strong as hits
# GPR55 beta-arrestin = selective activators of receptor GPR55 – imaging, U2OS cells, beta-arrestin-GFP redistribution, primary screen (AID 1961); activation, % at 10 µM; hits with a dose series show EC50 in µM; U2OS GPR55 beta-arrestin-GFP redistribution imaging; higher % means a stronger effect; 290,000 tested, 0.048% active;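 active = activation above 40% with more than 50 cells counted in the well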;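 note: U2OS osteosarcoma cells stably expressing GPR55 and beta-arrestin-GFP; plate controls were DMSO negative control for no effect and LPI positive control for full effect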
# NS5 inhibitors = Dengue-2 NS5 methyltransferase inhibitors, primary screen, biochemical, confirmation dose response (AID 588689) | Dengue-2 NS5 methyltransferase capping enzyme assay, biochemical; higher % means a stronger effect | inhibition, % at 25 µM; hits with a dose series show IC50 in µM | 340,000 tested, 0.3% active; in the data active = a potency from the dose series
# GPR35 arrestin U2OS = GPR35 antagonists blocking zaprinast-driven arrestin recruitment, primary screen, imaging, U2OS, beta-arrestin-GFP, zaprinast agonist (AID 2058) | U2OS GPR35 beta-arrestin-GFP translocation imaging, zaprinast antagonism; higher % means a stronger effect | inhibition, % at 10 µM, or IC50 in µM where a hit was titrated | 290,000 tested, 0.052% active;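 active = inhibition of at least 50% with at least 30 cells and total cytoplasm GFP at most 10,000,000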
# SIAH1 antagonists = Siah-1 peptide-binding antagonists, primary screen, biochemical, fluorescence polarization, rhodamine-plectin, uHTS (AID 1817). 290,000 tested, 0.02% active. one-dose displacement, % at 20 µM; IC50 in µM for titrated hits. Siah-1 / rhodamine-plectin peptide fluorescence polarization; higher % means a stronger effect;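 active = displacement of at least 50% at 20 µM, with a fluorescence ratio check between 0.3 and a set limit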;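 note: plate controls were Siah plus tracer with DMSO for no effect and tracer alone without Siah for full effect; strong numbers were not always called active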
# GPR55 LPI antagonism = GPR55 antagonists blocking LPI-driven arrestin recruitment, primary screen, imaging, U2OS, beta-arrestin-GFP, LPI agonist (AID 2013); U2OS GPR55 beta-arrestin-GFP translocation imaging, LPI antagonism; higher % means a stronger effect; inhibition, % at 10 µM; hits with a dose series show IC50 in µM; 290,000 tested, 0.13% active;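 active = spots per cell inhibited over 60%, with over 100 cells counted and total cytoplasm intensity under 500,000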;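 note: U2OS cells stably carrying GPR55 and arrestin-GFP stimulated by 5 µM LPI near EC80; imaged beta-arrestin-GFP aggregate spots per cell after agonist stimulation; plate controls were LPI-stimulated DMSO wells for no effect and DMSO wells without LPI for full effect; some results filed as inactive read as strong as hits; confirmed hits need IC50 under 10 µM and bright autofluorescent wells are also inconclusive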
# NTR1 agonist = agonists of NTR1, primary screen, imaging, U2OS cells, beta-arrestin-GFP, high content (AID 493036); P30989; NTR1-U2OS beta-arrestin-GFP spot imaging, agonist mode; 330,000 tested, 0.17% active; activation, % at 20 µM;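 active = activation at or above 40% of the spot to cytoplasm intensity ratio, with at least 20 cells analyzed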;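 note: 0% = DMSO without peptide and 100% = 100 nM NTR1 peptide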
# Target sequence (P30989 whole entry, looked up): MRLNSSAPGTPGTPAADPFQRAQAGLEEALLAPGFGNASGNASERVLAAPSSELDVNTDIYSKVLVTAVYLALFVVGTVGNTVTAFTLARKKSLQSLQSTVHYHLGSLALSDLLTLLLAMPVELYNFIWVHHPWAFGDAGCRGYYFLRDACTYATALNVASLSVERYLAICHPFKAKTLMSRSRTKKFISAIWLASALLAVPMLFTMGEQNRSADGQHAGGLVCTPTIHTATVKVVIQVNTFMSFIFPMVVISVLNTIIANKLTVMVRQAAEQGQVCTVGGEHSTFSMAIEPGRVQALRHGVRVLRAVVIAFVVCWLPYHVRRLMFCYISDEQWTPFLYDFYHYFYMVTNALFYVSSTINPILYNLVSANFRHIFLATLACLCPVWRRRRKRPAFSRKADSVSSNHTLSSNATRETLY
# HIV peptide binding = inhibitors of HIV fusion peptide binding, primary screen, biochemical, uHTS, fluorescence dequenching (AID 1986); cell-free peptide binding, fluorescence dequenching, 30 min; higher % means a stronger effect; inhibition, % at 20 µM; hits with a dose series show IC50 in µM; 290,000 tested, 0.3% active; in the data active = inhibition mostly above about 52%, no sharp cut-off; inactive = mostly below about 76%; note: some results filed as inactive read as strong as hits
# K1F lysis inhibition = inhibition of K1F phage lysis, E. coli UTI89, bacterial capsule biogenesis inhibitors, alamar blue (AID 488966); E. coli UTI89 K1F phage lysis, alamar blue, 2 h; higher % means a stronger effect; inhibition, % at 100 µM; hits with a dose series show IC50 in µM; 340,000 tested, 0.02% active;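 active = phage lysis inhibition, versus mean bacterial control, above a set limit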;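 note: capsule biogenesis inhibitors block K1F phage lysis so surviving cells raise fluorescence; higher fluorescence means more inhibition of phage lysis; actives were called in the ten point dose series up to 300 µM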
# NTR1 agonist cell count 20 µM = second read-out of NTR1 agonist, no call of its own (marks repeat the call); cell count; measured here: cell count, cytotoxicity flag
# Numbers without * were called inactive; x = not tested or not shown; [ ] = another dose, or the depositor's remark.
# Order of results: HIV peptide binding	K1F lysis inhibition	NS5 inhibitors	GPR55 beta-arrestin	NTR1 agonist	GPR35 arrestin U2OS	SIAH1 antagonists	NTR1 agonist cell count 20 µM	AID2073	GPR55 LPI antagonism
CCOC(=O)c1c(-c2ccc(C)c(C)c2)csc1NC(=O)C1CC=CCC1C(=O)O (configuration not stated)
→ 4.8%	-0.9%	43µM*	-0.1%	3.6	4%	6%	71	-1%	0%
CCOC(=O)c1cnn(-c2nc(C)cc(C)n2)c1N
→ -1.1%	3.6%	6%	-0.1%	0.0	3%	-3%	68	18%	4%
CSc1nnc(NC(=O)c2nc(S(=O)(=O)Cc3cccc(C)c3)ncc2Cl)s1
→ 0.9%	-0.6%	45µM*	-0.2%	1.5	35%	-8%	63	1%	-12%
COc1cccc(OCc2cc(C(=O)NC3CCOCC3)no2)c1
→ 3.7%	-2.9%	9%	1.0%	-0.5	-5%	1%	67	-3%	16%
Cc1ccc2nc(C)c(C(=O)N/N=C/c3ccccc3[N+](=O)[O-])cc2c1
→ -1.5%	0.2%	-1%	0.7%	1.7	1%	2%	33	14%	-4%
CCN(CC)S(=O)(=O)c1ccc(NC(=O)c2ccccn2)cc1
→ 0.1%	0.9%	-5%	-0.2%	-1.2	-8%	-1%	44	23%	-4%
O=C(Nc1ncc2c(n1)CC(c1ccco1)CC2=O)c1ccc(Cl)cc1 (configuration not stated)
→ 1.3%	0.1%	7%	-0.2%	3.1	-11%	16%	38	22%	2%
COc1ccc(CN2CCCC(C(=O)c3ccc(Cl)cc3)C2)cc1Cn1cccn1 (configuration not stated)
→ -0.2%	0.6%	-5%	0.2%	0.4	0%	-2%	58	-13%	4%
CC(C)c1ccc2c(c1)CCC1C(C)(CN)CCCC21C (configuration not stated)
→ 0.2%	1.1%	5%	0.4%	x	13%	0%	x	14%	30%
N=c1c2c(-c3ccccc3)c(-c3ccccc3)n(Cc3ccco3)c2ncn1Cc1ccco1
→ -1.8%	-1.1%	-6%	-0.1%	42*	-10%	-4%	25*	22%	30%
CC(=O)Nc1cc2c(cc1Br)OCCO2
→ -2.1%	0.5%	-2%	0.1%	-0.5	-12%	-2%	51	-3%	15%
Cc1ccccc1-c1nc2ccc(Cl)cc2c(=O)n1O
→ -2.0%	0.1%	2%	0.0%	-2.2	11%	7%	94	10%	10%
O=C(Nc1ccccc1)N1CCN(c2ccccn2)CC1
→ 1.7%	0.0%	1%	0.0%	-0.7	8%	-3%	36	4%	5%
Cc1cccc(NC(=O)c2ccc(NCCO)c([N+](=O)[O-])c2)n1
→ -2.3%	0.0%	8%	-0.1%	1.9	4%	-3%	60	-5%	2%
Cc1ccc(CN2CCN(c3ncccn3)CC2)o1
→ -0.1%	1.7%	1%	-0.1%	1.0	4%	2%	46	-6%	11%
O=C(NCCN1CCOCC1)C(=O)NCC1OCCN1S(=O)(=O)c1ccc(F)cc1 (configuration not stated)
→ 1.7%	0.2%	-5%	0.0%	-0.4	-7%	6%	58	7%	10%
COc1ccc(OCC(=O)Nc2c(Cl)ccc3nsnc23)cc1
→ 1.2%	0.1%	-2%	0.2%	0.3	-2%	12%	34	4%	1%
COc1ccc(C(=O)N/N=C/c2c(CO)cnc(C)c2O)cc1
→ 2.8%	-0.6%	-3%	0.2%	-1.0	9%	16%	39	22%	7%
COc1ccc(C(=O)CCN2CCC(C)CC2)cc1
→ -0.1%	-0.1%	-4%	0.6%	0.0	-11%	-2%	80	-6%	0%
O=C(O)Cn1c(=O)c2c(c3ccccc31)CCC2
→ -1.4%	0.1%	0%	-0.1%	0.1	1%	-3%	75	7%	40%

# Continued:
# Order of results: HIV peptide binding	K1F lysis inhibition	NS5 inhibitors	GPR55 beta-arrestin	NTR1 agonist	GPR35 arrestin U2OS	SIAH1 antagonists	NTR1 agonist cell count 20 µM	AID2073	GPR55 LPI antagonism
COC(=O)[C@@H](C)NC(=O)c1ccc2oc(CCc3ccccc3)nc2c1
→ 0.9%	-1.3%	-11%	0.1%	-0.4	6%	6%	43	4%	9%
COc1ccc2nc(N3CCCC(C(=O)NCCc4ccc(OC)c(OC)c4)C3)sc2c1 (configuration not stated)
→ 0.8%	-0.3%	-4%	0.2%	-0.5	1%	10%	37	1%	0%
COc1ccc(-c2nc(SCc3ccccc3)n(C(=O)c3ccco3)n2)cc1
→ 1.4%	0.0%	-4%	0.2%	2.0	7%	2%	69	14%	13%
Cc1cc(C)nc(NC(=O)NS(=O)(=O)N2CCCCCC2)n1
→ 1.2%	0.3%	-8%	-0.1%	-1.7	-3%	2%	66	6%	8%
O=C(N/N=C/c1cccc(OC(=O)c2ccco2)c1)c1ccc(F)cc1
→ -0.8%	0.3%[50 µM]	-7%	-0.1%	0.5	12%	-3%	53	-6%	9%
Cc1cccc(N/C(N)=N/c2nc(CSc3ccc(Cl)cc3)cc(=O)[nH]2)c1
→ -1.1%	x	x	-0.3%	1.8	22%	-4%	46	-14%	9%
Cc1nc(Nc2ccc(Cl)cc2)c(C#N)c(=O)[nH]1
→ 0.4%	1.1%	-7%	-0.2%	1.2	-2%	3%	51	-1%	-20%
CCNC(=O)NC(=O)C(C)OC(=O)c1oc2ccc(OCC)cc2c1C (configuration not stated)
→ -0.7%	0.5%	4%	-0.1%	-5.0	-9%	-5%	101	13%	-11%
COc1ccc(-c2nnc(-c3ccc(N)cc3)o2)cc1
→ 0.0%	0.0%	-3%	-0.3%	-1.0	3%	2%	63	28%	2%
COC(=O)c1cc(C)nc(Sc2ccccc2NC(C)=O)n1
→ -0.5%	x	x	-0.2%	-0.6	6%	1%	47	-13%	4%
Cc1ccccc1N1C(=O)C2ON(c3ccccc3)C(c3cccnc3)C2C1=O (configuration not stated)
→ -0.9%	0.0%	-4%	-0.2%	-1.7	7%	-3%	71	-1%	-2%
O=C(Cc1ccc(S(=O)(=O)N2CCOCC2)s1)Nc1ccccc1Br
→ 1.9%	2.1%[50 µM]	6%	-0.2%	3.5	-8%	1%	57	21%	-2%
Cn1cccc1/C=C1\SC(=S)N(NC(=O)c2ccc(F)cc2)C1=O
→ 37%	-0.1%	-54%	-0.1%	-0.1	7%	3%	42	8%	1%
O=C(NCc1ccc2c(c1)OCO2)c1ccc(CS(=O)(=O)c2cccc(C(F)(F)F)c2)o1
→ -1.2%	0.0%	-6%	-0.1%	1.2	0%	-4%	77	-2%	-3%
CC(=O)Nc1ccccc1NC(=O)C/C(C)=N/NC(=O)C(=O)Nc1cccc(Cl)c1C
→ -2.8%	-0.3%	-5%	-0.5%	-0.3	-11%	2%	47	9%	-1%
Cn1cc(/C=N/NC(=O)c2cccc([N+](=O)[O-])c2)c2ccccc21
→ -2.9%	1.1%[50 µM]	3%	-0.3%	3.3	-10%	6%	64	18%	2%
O=C(N/N=C/c1cc([N+](=O)[O-])ccc1Cl)c1cc(-c2ccccc2)nc2ccccc12
→ -1.2%	0.2%	-2%	-0.1%	1.9	15%	0%	36	12%	11%
CCOC(=O)c1cnn(CCOC(=O)C2CC2)c1NC(=O)C1CC1
→ -1.3%	9.9%	-5%	-0.1%	-1.2	-6%	9%	54	10%	20%
S=c1[nH]nc(C2CCCCC2)n1/N=C/c1c(Cl)cccc1Cl
→ 3.3%	0.4%[50 µM]	-7%	-0.1%	14	10%	6%	78	-6%	-3%
Cc1ccc(C(c2nnnn2C(C)(C)C)N(Cc2ccco2)Cc2cccs2)cc1 (configuration not stated)
→ 0.3%	1.0%	-3%	0.3%	1.9	-4%	-2%	35	8%	15%

# 4 structures already listed, ordered by length of the SMILES, smallest number first:
# Order of results: HIV peptide binding	K1F lysis inhibition	NS5 inhibitors	GPR55 beta-arrestin	NTR1 agonist	GPR35 arrestin U2OS	SIAH1 antagonists	NTR1 agonist cell count 20 µM	AID2073	GPR55 LPI antagonism
COc1ccc(OCC(=O)Nc2c(Cl)ccc3nsnc23)cc1
→ 1.2%	0.1%	-2%	0.2%	0.3	-2%	12%	34	4%	1%
Cc1cc(C)nc(NC(=O)NS(=O)(=O)N2CCCCCC2)n1
→ 1.2%	0.3%	-8%	-0.1%	-1.7	-3%	2%	66	6%	8%
Cc1cccc(NC(=O)c2ccc(NCCO)c([N+](=O)[O-])c2)n1
→ -2.3%	0.0%	8%	-0.1%	1.9	4%	-3%	60	-5%	2%
Cc1cccc(N/C(N)=N/c2nc(CSc3ccc(Cl)cc3)cc(=O)[nH]2)c1
→ -1.1%	x	x	-0.3%	1.8	22%	-4%	46	-14%	9%

# Going on with the list.
# Order of results: HIV peptide binding	K1F lysis inhibition	NS5 inhibitors	GPR55 beta-arrestin	NTR1 agonist	GPR35 arrestin U2OS	SIAH1 antagonists	NTR1 agonist cell count 20 µM	AID2073	GPR55 LPI antagonism
Nn1c(SCC(=O)Nc2ccccc2)nnc1-c1cccnc1
→ -2.4%	0.7%	-11%	0.1%	1.3	-4%	3%	68	-5%	2%
COc1ccc(C(=O)Nc2ccc(C)cc2C(=O)c2ccccc2)cc1
→ -0.4%	3.0%	1%	-0.1%	6.2	-9%	3%	58	5%	8%
CC(NS(=O)(=O)c1ccc(Cl)cc1)C(=O)N1CCOCC1 (configuration not stated)
→ 0.3%	0.3%	-4%	0.4%	1.5	3%	-5%	51	0%	-5%
O=C(Nc1ccccc1)c1ccccc1CCc1ccccc1
→ 2.1%	-0.2%	-8%	0.3%	0.6	3%	4%	37	11%	5%
CCC(=O)NNc1ncnc2c1cnn2-c1ccccc1
→ -1.5%	0.1%	-1%	-0.2%	-2.9	-5%	-2%	33	46%	15%
CNC(=S)Nc1ccc([N+](=O)[O-])cc1C
→ -1.6%	1.6%	-4%	-0.1%	-1.3	6%	2%	44	-13%	-4%
CCc1csc(CCNC(=O)C2CCC(=O)N(CCc3cccc(F)c3)C2)n1 (configuration not stated)
→ -0.5%	0.0%	-3%	0.7%	-1.3	10%	-4%	62	7%	8%
O=C(NCCn1ccc2ccccc21)c1ccc(S(=O)(=O)N2CCCCC2)cc1
→ -2.2%	9.1%	-1%	-0.1%	6.8	0%	-5%	83	-3%	9%
COc1cc(C(=S)N2CCOCC2)cc(OC)c1O
→ -0.8%	0.2%	3%	-0.3%	-1.1	10%	-1%	50	-28%	-8%
COc1ccccc1C(=O)Nc1ccccc1N1CCN(S(C)(=O)=O)CC1
→ -0.2%	0.3%	2%	-0.1%	1.2	-1%	1%	38	10%	6%
NNc1nc2cccnc2n(CCNc2ncc(C(F)(F)F)cc2Cl)c1=O
→ 0.5%	-0.1%	0%	0.3%	0.5	6%	-7%	29	6%	9%
